15-hLO-2 inh – qHTS Assay for Inhibitors of 15-hLO-2 (15-human lipoxygenase 2); Polyunsaturated fatty acid lipoxygenase ALOX15B (Homo sapiens), O15296; Potency, µM (highest dose often 57.1 µM), for inactives: at the highest dose activity change, negative = inhibition, actives largely listed as inhibitors; purified 15hLO-2, xylenol orange hydroperoxide absorbance; hit rate 0.56% among 110,000; also: potency is read from the fitted curve at half-maximal effect; nearly all actives have a fitted effect of over 60% in size; many of its hits are not listed in these tables
Target sequence (O15296 whole entry, looked up): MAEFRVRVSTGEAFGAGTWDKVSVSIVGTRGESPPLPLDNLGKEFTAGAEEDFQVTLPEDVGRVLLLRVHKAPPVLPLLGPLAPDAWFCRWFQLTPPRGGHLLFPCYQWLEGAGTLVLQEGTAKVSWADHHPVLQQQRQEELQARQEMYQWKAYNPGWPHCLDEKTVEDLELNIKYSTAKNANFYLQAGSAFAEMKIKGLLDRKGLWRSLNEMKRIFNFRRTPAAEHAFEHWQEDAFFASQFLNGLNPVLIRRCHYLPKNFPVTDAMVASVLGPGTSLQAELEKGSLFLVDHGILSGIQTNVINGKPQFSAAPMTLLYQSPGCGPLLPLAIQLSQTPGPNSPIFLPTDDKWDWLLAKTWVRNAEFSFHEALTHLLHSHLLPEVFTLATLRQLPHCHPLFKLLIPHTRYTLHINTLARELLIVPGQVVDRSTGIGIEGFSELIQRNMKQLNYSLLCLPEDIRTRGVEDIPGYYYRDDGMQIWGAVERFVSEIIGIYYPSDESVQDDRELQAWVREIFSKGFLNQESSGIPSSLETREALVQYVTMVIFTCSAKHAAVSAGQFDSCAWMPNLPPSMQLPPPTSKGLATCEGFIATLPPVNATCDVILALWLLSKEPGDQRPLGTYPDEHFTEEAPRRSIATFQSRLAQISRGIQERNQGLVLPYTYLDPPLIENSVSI
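Purified human 15hLO-2 (50 nM) preincubated 15 min with compound, then 45 uM arachidonic acid for 90 min at RT in 25 mM Hepes pH 7.5, 0.01% Triton X-100. Hydroperoxide detected by Fe-xylenol orange; 573/405 nm absorbance ratio.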
PNC inhibitor – High Content Assay for Compounds that inhibit the Assembly of the Perinucleolar Compartment; PC3M PTB-GFP, PNC prevalence imaging, 16 h; stronger effect = lower value; activity change (PNC), negative = inhibition, % at 10 µM; hit rate 3.1% among 140,000;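 active = readout at or below -70, meaning at least 70% loss of cells showing the perinucleolar compartment, a nuclear body marking cancer cells; inconclusive = readout between -30 and a set limit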;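 also: plate controls were DMSO wells for no effect and camptothecin positive control wells for full effect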
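Compounds are pinned in duplicate onto adhered PC3M cells stably expressing GFP-tagged PTB and incubated 16 h at 37 C. Cells are then fixed, nuclei stained with Hoechst, and PNC-positive cells counted.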
IMPase inh – qHTS Assay for Identifying the Cell-Membrane Permeable IMPase Inhibitors. AID 901, 2007. CHO-M1 cells, IP1 accumulation, HTRF TR-FRET ratio. Inositol monophosphatase 1 (Rattus norvegicus), P97697. inhibition (IP1 accumulation), % at 46.1 µM. 120,000 tested, under 10 active; active = well fitted curve in the direction sought with a large enough effect in the signal ratio, not every such curve was filed as active; inconclusive = small, poorly fitted or top-dose-only effect, or a change in a side signal; inactive = no such curve, though single readings can be large or run the other way; the % refers to the signal ratio;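 also: cells stimulated with carbachol in lithium chloride buffer; plate controls were DMSO basal wells for no effect and reference inhibitor wells for full effect; higher means more IMPase inhibition seen as more IP1 and lower FRET ratio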
Target sequence (P97697 whole entry, looked up): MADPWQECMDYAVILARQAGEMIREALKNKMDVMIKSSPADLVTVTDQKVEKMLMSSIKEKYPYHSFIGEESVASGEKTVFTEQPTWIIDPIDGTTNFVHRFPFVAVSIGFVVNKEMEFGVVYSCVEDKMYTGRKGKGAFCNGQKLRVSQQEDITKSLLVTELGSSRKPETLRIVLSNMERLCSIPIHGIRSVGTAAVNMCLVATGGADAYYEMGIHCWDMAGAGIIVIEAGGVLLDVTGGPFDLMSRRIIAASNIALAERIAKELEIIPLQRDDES
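Cellular IMPase inhibition is scored as a rise in cytosolic IP1, detected by competitive TR-FRET between d2-labelled IP1 and a europium anti-IP1 antibody. M1-expressing CHO cells were stimulated with carbachol for 30 min at 37C, with lithium (50 mM LiCl) present in the buffer.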
ALOX12 inhib – qHTS Assay for Inhibitors of 12-hLO (12-human lipoxygenase); Polyunsaturated fatty acid lipoxygenase ALOX12 (Homo sapiens), P18054; purified 12-hLO, xylenol orange hydroperoxide absorbance; Potency, µM (highest dose often 57.1 µM), without a hit: top-dose activity change, negative = inhibition, actives largely listed as inhibitors; hit rate 0.12% among 150,000; also: potency is read from the fitted curve at half-maximal effect; nearly all actives have a fitted effect of over 55% in size; many of its hits are not listed in these tables
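Hydroperoxide formation by human 12-lipoxygenase from 40 uM arachidonic acid was followed colorimetrically via ferric-xylenol orange complex, using the 573/405 nm absorbance ratio. Enzyme concentration was 150 nM, with 30 min reaction at room temperature.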
An asterisk follows results filed as active; ? = inconclusive; · = no result given; & = joins results of further samples; [ ] = another dose, or the depositor's remark. Unless noted, calls follow the shape of the dose curve; as a rule, active = well fitted curve in the direction sought with a large enough effect; inconclusive = small, poorly fitted or top-dose-only effect, or another doubt; inactive = no such curve, though single readings can be large; an effect the other way counts as inactive or inconclusive. Unless noted, % is scaled to controls: 0 for no effect and ±100 for the full control effect. These rows are one share of the data, so the mix of outcomes need not match the whole.

SMILES | 15-hLO-2 inh | PNC inhibitor | IMPase inh | ALOX12 inhib
Cn1c(CSCc2ccc(Cl)cc2)nnc1SCC(=O)Nc1nccs1 | · | ? | 3.7 | 6.1%
CN(Cc1nc2ccccc2c(=O)[nH]1)CC(O)COCc1ccco1 (stereo not given) | 31.2%[activator] | -28.4 | 7.8 | 0.2%
O=C(Nc1cccc2nsnc12)c1ccc(F)cc1 | -2.0% | -1.9 | 0.9 | 2.6%
COCC(=O)N1CCCN(c2nc3c(C)cccc3cc2C#N)CC1 | -2.7% | 18.0 | 9.4 | -4.4%
CCc1ccc(CNC(=O)CCc2nc(-c3cccs3)no2)cc1 | 3.7% | 32.0 | -0.9 | 1.2%
Cc1ccc(C(=O)NNc2nc3ccccc3nc2C(F)(F)F)cc1 | · | 72.2 | 5.5 | -3.3%
CCN(CC)CCn1c(=S)[nH]c2cc3c(cc2c1=O)OCO3 | 14.1% | -28.6 | 10.5 | 0.7%
O=C(Cn1ccc2ccccc2c1=O)NCCC(=O)N1CCN(c2cccc(Cl)c2)CC1 | 2.4% | -3.2 | 4.9 | -1.6%
Cc1nc2nc(SCC(=O)c3ccc([N+](=O)[O-])cc3)[nH]c2cc1Br | · | 7.8 | 3.2 | -2.3%
Cn1cc(Br)c(C(=O)NNC(=O)c2ccc(Br)cc2)n1 | · | 72.4 | · | -3.8%
CC[C@H](C(=O)[C@H](C)[C@H](O)[C@H](C)CCc1ccc(C)c(O)c1C(=O)O)[C@H]1O[C@](CC)([C@@H]2CC[C@@](O)(CC)[C@H](C)O2)C[C@H]1C | ? | · | -2.7[20.6 µM] | -3.3%[25.6 µM]
Cc1c2cnn(-c3ccccc3)c(=O)c2c(C)n1CCCC(=O)N1CCN(C)CC1 | 8.4% | ? | 0.3 | -2.0%
COc1cc(Cl)cc(NC(=O)CCN2CCN(C)CC2)c1 | 15.9% | 25.1 | -9.6 | -0.9%
CC(C)(C)NC(=O)NC(=O)COC(=O)c1cc(=O)[nH]c2ccccc12 | -1.9% | 9.6 | 7.1 | 6.7%
CCCOc1ccc(NC(=O)C2CC(=O)N/C(=N/N=C(C)/C=C/c3ccc(N(C)C)cc3)S2)cc1 (stereo not given) | · | ? | · | -2.0%
c1ccc2c(c1)NC(CN1CCOCC1)CO2 (stereo not given) | -2.5% | -6.9 | 9.5 | -0.9%
CN1CCN(S(=O)(=O)c2ccc3c4c(cccc24)C(=O)N3)CC1 | 2.0% | -90.9* | 2.2 | 1.0%
C=CCn1c(COc2ccccc2)nnc1SC(C)C(=O)N/N=C/c1cc(Cl)ccc1O (stereo not given) | 3.2% | 4.6 | 9.2 | -13.7%
CC(C)CN1CC2(CCN(C(=O)c3ccco3)CC2)C1 | 7.4% | · | · | 3.2%
CCCN(Cc1cc2cccc(C)c2[nH]c1=O)S(C)(=O)=O | -0.9% | 7.3 | -1.5 | 1.0%
COc1cc(OC)cc(C(C)=O)c1 | · | 49.9 | 7.3 | -7.2%
CCOC(=O)CSc1nnc([C@H](Cc2ccccc2)NC(=O)OC(C)(C)C)o1 | 8.1% | 1.1 | 5.8 | -1.2%
CC1=C(C(N)=O)C(c2ccc3c(c2)OCO3)n2nc(-c3cccc(C)c3)nc2N1 (stereo not given) | 34.5%[activator] | -29.0 | 5.2 | -23.4%
Cc1csc(NC(=O)c2cc3c(s2)-c2ccccc2OC3)n1 | · | 41.1 | -4.9 | 7.6%
CC1CCC(C(C)C)C(OC(=O)Cn2c(-c3ccc(F)cc3)[n+](C)c3ccccc32)C1 (stereo not given) | · | -4.6 | 2.9 | 1.1%

In a second layout: 2 of the compounds above
| SMILES | 15-hLO-2 inh | PNC inhibitor | IMPase inh | ALOX12 inhib |
| --- | --- | --- | --- | --- |
| CCOC(=O)CSc1nnc([C@H](Cc2ccccc2)NC(=O)OC(C)(C)C)o1 | 8.1% | 1.1 | 5.8 | -1.2% |
| CCCOc1ccc(NC(=O)C2CC(=O)N/C(=N/N=C(C)/C=C/c3ccc(N(C)C)cc3)S2)cc1 (stereo not given) | · | ? | · | -2.0% |

More structures follow:
SMILES | 15-hLO-2 inh | PNC inhibitor | IMPase inh | ALOX12 inhib
CC(C(=O)c1ccccc1)n1c(N2CCOCC2)nc2c1c(=O)n(C)c(=O)n2C (stereo not given) | -2.9% | 13.8 | -3.5 | -5.3%
COc1ccc(OC)c(S(=O)(=O)N2CCC(C(=O)Nc3cccc(C)c3)CC2)c1 | -2.1% | 26.0 | 6.8 | -14.7%
O=C(Nc1nnc(C(F)(F)F)s1)c1ccc(N2C(=O)C3C4C=CC(C4)C3C2=O)cc1 (stereo not given) | -13.9% | 13.8 | -1.0 | 1.0%
CC1=CCC(C(=O)N/N=C/c2cccs2)C(c2ccc(F)cc2)C1 (stereo not given) | -16.4% | -4.4 | 7.1 | -8.6%
CCOc1ccc(NC2=NC(C)(C)N=C(N)N2)cc1 | 5.5% | -28.8 | -1.1 | 4.4%
COc1ccc(C(CNC(=O)c2cccnc2SC)N2CCOCC2)cc1 (stereo not given) | 0.1% | -6.3 | 1.6 | -4.2%
CCC(=O)c1cc2c(cc1NC(=O)C(C)C)OCCO2 | 1.8% | 45.5 | 2.7 | 3.5%
O=C(NCc1ccncc1)C1COc2ccccc2O1 (stereo not given) | -9.6% | -16.0 | 2.4 | -2.2%
COc1ccc(CC(=O)NNC(=O)c2ccc(SCc3cc(F)ccc3F)c([N+](=O)[O-])c2)cc1 | -1.6% | 28.2 | -0.5 | -1.3%
CC(=O)Nc1ccc(S(=O)(=O)NC(=O)C23CC4CC(CC(C4)C2)C3)cc1 | -1.8% | 34.6 | 6.2 | -0.2%
CSc1ccc2c(c1)N(CCCN(C)C)c1ccccc1S2 | -0.1%[11.4 µM] | · | · | 4.8%[11.4 µM]
CC(=O)c1cccc(NC(=O)Cc2cccs2)c1 | -18.2% | 31.3 | -2.8 | -4.7%
CCn1c(C(O)c2ccc3c(c2)OCO3)nc2ccccc21 (stereo not given) | 9.8% | ? | 8.8 | -13.3%
CCOC(=O)/C=C/C(=O)Nc1ccc(S(=O)(=O)Nc2c(C)cc(C)cc2C)cc1 | · | 65.7 | · | -0.9%
O=C(N/N=C/c1cccs1)c1cc(C2CC2)nc2ccccc12 | · | -17.7 | · | -2.6%
CCS(=O)(=O)N1Cc2ccccc2CC1C(=O)OCC(=O)Nc1ccc(C)cc1 (stereo not given) | -2.6% | 60.1 | 5.7 | -1.6%
COc1ccc(OC)c(S(=O)(=O)N2CCN(c3ccccn3)CC2)c1 | 3.7% | -12.1 | 6.3 | -0.4%
CCOC(=O)N1CCN(C(=O)CSc2nc(-c3cccc(C)c3)ns2)CC1 | -23.4% | -5.3 | 0.8 | -6.0%
COc1ccc(CN(C(=O)c2cc3ccccc3oc2=O)C2CCCCC2)cc1OC | · | 23.2 | 10.7 | -2.5%
CCc1c(C)c2ccc(O)c(CN(C)C)c2oc1=O | 3.2% | ? | ? | -4.5%
CN(C)S(=O)(=O)c1ccc(C(=O)Nc2ccccc2F)cc1 | 0.6% | 23.2 | 5.2 | 2.0%
O=C(NCC(=O)N(Cc1cccs1)C(C(=O)NC1CCCC1)c1ccco1)c1cccs1 (stereo not given) | -2.0% | -6.2 | -1.2 | -1.3%
CCN(CC)S(=O)(=O)c1ccc(C(=O)NCc2nnc(SCC(=O)OC)n2C)cc1 | 3.8% | -8.9 | 3.0 | -1.1%
COc1ccc2cc1Oc1ccc(cc1)CC1c3c(cc4c(c3Oc3cc5c(cc3OC)CCN(C)C5C2)OCO4)CCN1C (stereo not given) | 48.2%[activator] | · | · | 0.5%
COCCNC(=O)CN(C(=O)CCC(=O)Nc1cc(C)on1)c1ccccc1C | -0.5% | -7.8 | -4.4 | 0.8%

In the list so far, two have a CF3 group:
SMILES | 15-hLO-2 inh | PNC inhibitor | IMPase inh | ALOX12 inhib
Cc1ccc(C(=O)NNc2nc3ccccc3nc2C(F)(F)F)cc1 | · | 72.2 | 5.5 | -3.3%
O=C(Nc1nnc(C(F)(F)F)s1)c1ccc(N2C(=O)C3C4C=CC(C4)C3C2=O)cc1 (stereo not given) | -13.9% | 13.8 | -1.0 | 1.0%

(listing goes on)
SMILES | 15-hLO-2 inh | PNC inhibitor | IMPase inh | ALOX12 inhib
COc1ccc(OC)c(NC(=O)C(Sc2ccccc2)c2ccccc2)c1 (stereo not given) | 7.3% | ? | 12.8 | -6.3%
C=CCn1c(C)cc(C(=O)CSc2nnc3c(Cl)cc(Cl)cn23)c1C | -3.3% | 1.3 | 1.8 | 0.4%
Cc1ccc2[nH]c(=O)c(CN(Cc3ccco3)S(=O)(=O)c3c(C)ccc4nsnc34)cc2c1 | -5.0% | -7.9 | 5.4 | -11.8%
COc1ccc(N2CCN(CCNS(=O)(=O)c3cccc4nsnc34)CC2)cc1 | 3.9% | 10.1 | 8.8 | -3.0%
COc1ccc(NC(=O)CC(C)c2ccccc2)c([N+](=O)[O-])c1 (stereo not given) | · | ? | · | 1.1%
C=CCn1c(SCC(=O)Nc2cc(OC)c(NC(=O)c3ccco3)cc2OC)nnc1-c1ccncc1 | · | 73.1 | -5.0 | -3.6%
COc1cc(/C=C(/NC(=O)c2ccccc2Cl)C(=O)O)cc(OC)c1OC | -5.4% | 64.2 | 2.2 | -9.1%
CN(C(=S)NC(=O)C1(C)CC1(Cl)Cl)c1ccccc1 (stereo not given) | 4.0% | 21.7 | -2.6 | -4.5%
CCOc1ccc2[nH]c(=O)c(C(c3nnnn3C3CCCCC3)N3CCN(C)CC3)cc2c1 (stereo not given) | 12.9% | -23.5 | -1.9 | -1.0%
CC(=O)c1ccc(Nc2ncnc3c2oc2ccccc23)cc1 | -3.0% | 28.9 | -8.8 | 2.6%
CN1CCN(Cc2c(O)ccc3c(-c4ccccc4)cc(=O)oc23)CC1 | 10.4% | 7.9 | -3.0 | -2.6%
COc1ccc(/C=C2\N=C(c3c(-c4ccccc4)noc3C)OC2=O)cc1OC | -6.3% | 6.8 | 5.7 | 4.3%
Cc1ccc(N/C=C(/C#N)c2ccsc2)cc1 | -12.6% | 13.0 | ? | ?
COC(=O)c1c(C(=O)NCc2ccccc2)ncn1CC(O)COc1ccccc1 (stereo not given) | 3.2% | 0.1 | -1.0 | -1.3%
C[C@@H](C(=O)Nc1ccc2ccccc2c1)[C@H]1C[C@]1(C)[C@H](NC(=O)OCc1ccccc1)c1ccccc1 | 10.7% | -9.0 | · | -6.4%&-2.7%
CCOC(=O)N1CCC(NC(=O)c2ccc3c(c2)N(Cc2ccccc2)CCS3)CC1 | -2.2% | ? | 17.2 | -9.8%
Cc1c(-c2ccccc2)oc2cc(O)ccc2c1=O | -3.8% | · | 1.5 | -2.7%
O=C(CCS(=O)(=O)Cc1ccccc1)N1CCc2ccccc2C1 | -6.1% | 7.2 | -4.1 | 0.5%
CC1CCN(c2nc3c(c(=O)[nH]c(=O)n3C)n2CCSc2nc3ccccc3o2)CC1 | 2.8%[11.4 µM] | -14.3 | -8.5[1.84 µM] | 4.2%
Cn1cc(Br)c(C(=O)N2CCc3ccccc32)n1 | · | -6.8 | · | -1.4%
N[C@@H](CS(=O)O)C(=O)O | 15.3% | · | -11.0 | -3.5%
C=CCn1c(SCC(=O)Nc2ccccc2OC)nnc1-c1ccco1 | -2.9% | 45.8 | 7.0 | -3.3%
Cc1nn(C)c(Cl)c1S(=O)(=O)N[C@@H](c1ccccc1)[C@]1(C)C[C@H]1[C@@H](C)C(=O)Nc1ccc2ccccc2c1 | 4.5% | 25.2 | · | -1.1%&-7.2%
CCNc1oc(COc2ccccc2F)nc1C#N | -3.9% | -12.5 | 4.7 | -9.1%
